DAX1 inh-1 = DAX1 (NR0B1) inhibitors, primary screen, cell-based, HEK293, Gal4-DAX1, luciferase luminescence | HEK293 Gal4-DAX1 luciferase reporter | inhibition, % at 6.75 µM | Nuclear receptor subfamily 0 group B member 1 (Homo sapiens), P51843 | AID 504766, 2011 | 340,000 tested, 0.99% active;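 active = inhibition above the mean over all tested compounds plus 3 SD, cut at about 4.2% in these data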;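 note: 0% = DAX1-transfected cells with DMSO and 100% = empty-vector control cells with DMSO; inhibition shows as a rise in luminescence from relieved DAX1 repression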
ADAM17 inh = ADAM17 inhibitors, primary screen, biochemical, QFRET | Disintegrin and metalloproteinase domain-containing protein 17 (Homo sapiens), P78536 | recombinant ADAM17, EDANS/DABCYL FRET peptide cleavage | inhibition, % at 6.95 µM | 370,000 tested, 0.83% active;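 active = inhibition above the mean of compounds lying between control limits plus 3 SD, set per campaign, cut at about 8.5% in these data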;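 note: 0% = DMSO-only wells as the low control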
PLCg1 inh = PLC-gamma1 enzyme inhibitors, primary screen, biochemical, fluorescence, purified enzyme. fluorogenic substrate. inhibition, % at 12.2 µM. 1-phosphatidylinositol 4,5-bisphosphate phosphodiesterase gamma-1 (Homo sapiens), P19174. AID 720700, 2013. 370,000 tested, 0.84% active; in the data active = inhibition above about 9.5%
Target sequence (P19174 whole entry, looked up): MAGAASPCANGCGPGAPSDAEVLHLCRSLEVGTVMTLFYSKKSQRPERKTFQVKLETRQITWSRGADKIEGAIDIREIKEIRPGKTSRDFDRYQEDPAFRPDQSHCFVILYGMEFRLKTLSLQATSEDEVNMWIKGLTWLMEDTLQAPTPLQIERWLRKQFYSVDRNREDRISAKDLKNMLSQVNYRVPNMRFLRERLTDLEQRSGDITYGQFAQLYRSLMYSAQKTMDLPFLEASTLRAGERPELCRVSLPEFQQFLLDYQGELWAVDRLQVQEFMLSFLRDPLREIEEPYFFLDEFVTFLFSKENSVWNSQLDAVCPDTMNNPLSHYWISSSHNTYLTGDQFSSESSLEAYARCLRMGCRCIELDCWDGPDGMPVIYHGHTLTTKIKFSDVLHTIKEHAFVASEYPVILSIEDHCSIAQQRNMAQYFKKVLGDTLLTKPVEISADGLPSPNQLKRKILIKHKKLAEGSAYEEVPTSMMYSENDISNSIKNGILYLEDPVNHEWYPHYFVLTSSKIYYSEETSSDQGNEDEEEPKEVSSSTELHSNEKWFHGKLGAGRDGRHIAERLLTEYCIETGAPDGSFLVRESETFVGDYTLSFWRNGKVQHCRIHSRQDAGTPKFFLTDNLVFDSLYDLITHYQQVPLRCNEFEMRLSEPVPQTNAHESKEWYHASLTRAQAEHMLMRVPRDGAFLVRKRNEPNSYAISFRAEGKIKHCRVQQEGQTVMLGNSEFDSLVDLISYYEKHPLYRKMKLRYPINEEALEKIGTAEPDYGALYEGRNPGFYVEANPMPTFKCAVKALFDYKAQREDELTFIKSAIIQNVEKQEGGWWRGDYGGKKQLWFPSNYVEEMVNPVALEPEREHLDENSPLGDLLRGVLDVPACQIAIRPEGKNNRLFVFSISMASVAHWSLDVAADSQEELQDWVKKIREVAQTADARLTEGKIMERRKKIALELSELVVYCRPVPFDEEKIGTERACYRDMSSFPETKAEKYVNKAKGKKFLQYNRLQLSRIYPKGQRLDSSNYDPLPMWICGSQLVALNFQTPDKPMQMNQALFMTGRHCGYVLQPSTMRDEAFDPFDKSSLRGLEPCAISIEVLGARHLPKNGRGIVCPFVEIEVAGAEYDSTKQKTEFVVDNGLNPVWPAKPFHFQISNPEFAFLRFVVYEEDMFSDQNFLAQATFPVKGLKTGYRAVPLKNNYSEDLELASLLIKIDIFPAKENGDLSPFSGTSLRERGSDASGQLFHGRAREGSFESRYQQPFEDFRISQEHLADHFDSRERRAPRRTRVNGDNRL
DAX1 inh-2 = DAX1 (NR0B1) inhibitors on StAR promoter, primary screen, cell-based, luminescence, SF-1 (NR5A1), full-length DAX-1; HEK293T StAR-luciferase reporter, SF-1/DAX-1 repression relief; inhibition, % at 6.8 µM; 370,000 tested, 1.1% active; AID 652010, 2013;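 active = inhibition above the mean over all tested compounds plus 3 SD, cut at about 3.6% in these data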;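 note: 0% = DAX-1 cells with DMSO and 100% = cells lacking DAX-1 with DMSO; higher inhibition means more luminescence from relief of DAX-1 repression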
FXN GAA850 act = FXN promoter activators, primary screen, cell-based, luciferase luminescence, HEK293 lucGAA850; HEK293 lucGAA850 FXN promoter luciferase reporter, 24 h; percent of 10 µM SAHA response; activation, % at 6 µM; 360,000 tested, 0.56% active;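 active = activation above the average of all compounds screened plus 3 SD, cutoff fixed separately per campaign, cut at about 7.5% in these data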;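 note: 0% = DMSO wells and 100% = 10 µM SAHA wells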
hgDAF12 agonist = H. glycines DAF-12 receptor agonists, primary screen, cell-based, luminescence, HEK293, GAL4 fusion, UAS-luciferase. AID 687014, 2013. 370,000 tested, 1.8% active. activation, % at 6.8 µM. HEK293 GAL4-hgDAF12 UAS-luciferase reporter, agonist luminescence; normalized to butyrate control;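 active = activation above a cutoff set at the mean of all screened compounds plus 3 SD, cut at about 10% in these data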;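 note: 0% = DMSO wells and 100% = sodium butyrate wells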
ADAM10 inh = human ADAM10 inhibitors, primary screen, biochemical, QFRET, HTS | Disintegrin and metalloproteinase domain-containing protein 10 (Homo sapiens), O14672 | 370,000 tested, 0.62% active | inhibition, % at 7 µM | recombinant ADAM10, EDANS/DABCYL FRET peptide cleavage, 3 h;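 active = inhibition above a per-campaign cutoff equal to the mean of compounds falling between control-based bounds plus 3 SD, cut at about 20% in these data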;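 note: 0% = DMSO wells while the 100% control is not disclosed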
hcDAF-12 act = H. contortus DAF-12 nuclear receptor activators, primary screen, cell-based, luminescence, HEK293, lit1-tk-luc reporter; 370,000 tested, 1.4% active; activation, % at 6.8 µM; HEK293 hcDAF-12 lit1-tk-luc reporter; 0% DMSO, 100% Δ7-dafachronic acid;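 active = activation above the mean of all tested compounds plus 3 SD, cut at about 5.5% in these data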;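 note: 100% = response to 3 µM Δ7-dafachronic acid high control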
HGIII-sPLA2 inh = human group III sPLA2 inhibitors, primary screen, biochemical, QFRET, BODIPY PC-A2 liposome substrate | Group 3 secretory phospholipase A2 (Homo sapiens), Q9NZ20 | QFRET BODIPY PC-A2 liposome hydrolysis, fluorescence | inhibition, % at 12.2 µM | 370,000 tested, 0.56% active;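 active = inhibition above mean plus 3 SD of compounds lying within the high and low control bounds, cut at about 19% in these data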;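 note: 0% = median of test compound wells and 100% = no enzyme DMSO wells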
PLCb3 inh = human PLC-beta3 inhibitors, primary screen, biochemical, fluorescence | inhibition, % at 12.2 µM | 1-phosphatidylinositol 4,5-bisphosphate phosphodiesterase beta-3 (Homo sapiens), Q01970 | 370,000 tested, 0.18% active | Purified PLC-beta3, fluorogenic substrate; in the data active = inhibition above about 11%;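 note: 0% = median of compound wells on plate and 100% = full blocker control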
ssDAF-12 act = S. stercoralis DAF-12 nuclear receptor activators, primary screen, cell-based, luminescence, HEK293, GRIP1 co-expression, lit1-tk-luc. Nuclear hormone receptor DAF-12 (Strongyloides stercoralis). HEK293 ssDAF-12/GRIP1 lit1-tk-luc reporter; % of 3 µM dafachronic acid response. activation, % at 6.8 µM. 370,000 tested, 1% active. AID 652126, 2013;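 active = activation above the mean over all tested compounds plus 3 SD, cut at about 0.9% in these data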;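 note: 0% = DMSO-only wells and 100% = 3 µM delta7-dafachronic acid wells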
* marks the source's active call; other numbers are inactive results; · = not tested or not shown. Not a hit list; any-hit rate near 6.9%.

SMILES	DAX1 inh-1	ADAM17 inh	PLCg1 inh	DAX1 inh-2	FXN GAA850 act	hgDAF12 agonist	ADAM10 inh	hcDAF-12 act	HGIII-sPLA2 inh	PLCb3 inh	ssDAF-12 act
CCCCNC(=O)CC1Nc2ccccc2NC1=O (stereo not given)	1.1	-33	-65	-1.0	1.0	-1.9	-135	-2.8	2	-73	-1.2
CN(C)CCNC=C(C(=O)Nc1ccc(Cl)cc1Cl)C(=O)Nc1ccc(Cl)cc1Cl	0.4	2	-1	-0.1	0.4	-0.3	1	-1.2	-8	-1	-1.5
COC(=O)N/N=C/c1c[nH]c2ccccc12	-0.1	1	0	0.2	3.1	5.4	1	5.5	-1	4	0.7
COc1ccc(N2CC(NS(=O)(=O)c3ccc(F)cc3)CC2=O)cc1 (stereo not given)	-0.7	-2	2	0.2	1.6	-1.6	0	-1.3	5	2	-0.7
O=C(Nc1ccccc1Cl)c1c(F)c(F)c(F)c(F)c1F	-0.2	-2	2	-0.7	-3.2	1.7	-2	-0.6	-9	0	-0.9
O=C(NCCN1CCOCC1)c1ccccc1N1C(=O)[C@@H]2Cc3c([nH]c4ccccc34)C(c3ccc(F)cc3)N2C1=O (stereo not given in full)	1.4	-3	-47	0.6	-6.5	-2.0	-44	-0.3	3	-64	0.0
C/C(CC(=O)NC(C)(C)C)=N\NC(=O)COc1ccc(C)cc1Br	1.4	-1	5	0.4	3.0	-0.9	-1	-0.6	-3	-1	-1.8
Cc1cc(C(F)(F)F)nc(SCC(=O)NC2CC3CCC2C3)n1 (stereo not given)	-1.5	2	3	0.3	1.4	-0.4	10	-2.9	-5	5	-1.0
CC12CCC3c4ccc(OCC(=O)O)cc4CCC3C1CCC2=O (stereo not given)	1.0	1	-2	-1.2	3.7	-4.4	-6	0.1	-6	1	-1.5
Cc1cc(OCC(=O)Nc2cccc(S(=O)(=O)NC3=NCCCCC3)c2)ccc1Cl	0.4	5	0	-0.5	2.2	-3.8	15	-2.6	-30	1	-1.0
CC1(C(=O)Nc2ccc3c(c2)OCO3)CCN1C(=O)CCC1CCCC1 (stereo not given)	·	0	3	-0.2	2.3	0.5	9	1.1	1	4	-1.4
COc1cc(SC)ccc1C(=O)N1CCN(S(=O)(=O)/C=C/c2ccccc2)CC1	-0.5	-2	-1	-1.5	1.7	-1.6	-3	-1.1	-6	-6	-1.6
CCS(=O)(=O)Nc1ccc(C2=NN(C(=O)c3ccccc3)C(c3cccs3)C2)cc1 (stereo not given)	-0.2	2	-5	-0.8	1.0	-1.1	2	0.6	-28	-33	-0.2
Cc1cc(C)c(NC(=O)Cn2cc3c(n2)CCCC3)c(C)c1	1.4	2	7	1.5	-2.1	-1.2	-2	-1.5	15	7	-1.1
CCC1Oc2ccc(C)cc2N(CC(=O)NCc2ccccc2OC)C1=O (stereo not given)	-1.5	0	6	0.2	-0.7	0.6	2	3.3	-1	1	-1.3
Cc1cc(C)cc(N(CC(=O)Nc2c(C)n(C)n(-c3ccccc3)c2=O)S(C)(=O)=O)c1	-0.1	-4	-2	-1.0	-2.2	-2.8	-12	-1.4	7	3	-0.9
O=C1c2cccc(OCC(=O)N3N=C(c4cccs4)CC3c3ccc(F)cc3)c2CCN1Cc1cccnc1 (stereo not given)	-1.0	-12	-57	-0.8	-1.8	-7.6	-62	-1.3	-13	-79	-2.0
Cc1ccc(C)c(N2CCN(C(=O)C3CCCN(c4ncnc5c4nc4n5CCCCC4)C3)CC2)c1 (stereo not given)	-0.2	2	1	0.3	1.8	-8.1	0	-4.2	-12	-9	-1.8
CCCCCc1c(CC)ncn1CCc1ccccc1OC	·	-5	1	-3.0	·	-1.6	-1	-2.1	8	-1	-1.9
O=C(CCNC(=O)c1ccccc1Cl)Nc1cccc(S(=O)(=O)N2CCCCC2)c1	1.6	-1	6	-0.2	-1.0	-3.4	-13	-0.6	0	-8	-1.1
COc1cccc(-c2nc(C(N)=O)c3[nH]c(=O)n(-c4cccc(Cl)c4)c3n2)c1OC	-0.6	-1	-1	1.1	0.5	-2.8	-1	-0.2	-4	5	-1.3
OC(C#CCN1CCOCC1)(c1ccccc1)C1CCCCC1 (stereo not given)	0.6	2	5	0.0	1.8	-2.3	3	1.9	-1	4	-0.8
Cc1cccc(OCc2nnc(SCC(=O)Nc3ccc(N4CCOCC4)cc3)o2)c1	0.7	-2	2	0.0	0.5	1.6	5	0.8	-1	-1	-1.1
CC(OC(=O)CN1C(=O)c2ccccc2C1=O)C(=O)NC1(C#N)CCCCC1 (stereo not given)	-0.5	-4	0	0.6	2.4	2.5	-6	1.8	15	-6	-0.8
CC(=O)OCc1c(C(F)(F)F)nn(C)c1Oc1ccccc1	-0.3	-4	-1	0.2	0.9	-0.6	4	-0.2	8	-1	-1.3
CC1(C)C2CCC(CN=C(N)CSS(=O)(=O)O)C1C2 (stereo not given)	0.0	-9	4	-1.0	4.4	-4.5	-15	-0.8	-9	-3	-1.4
Cc1ccc(C(=O)OCc2nnc(-c3ccc(Br)cc3)o2)cc1	-0.5	-3	-4	-0.4	1.9	0.7	-1	1.6	-7	-9	-1.2
Cc1cccc(C)c1N(CC(=O)N1CCOCC1)S(C)(=O)=O	-0.7	-2	-4	0.5	-0.8	-0.1	-2	1.5	5	-7	-0.8
CCC(=O)c1ccc(N2CCN(C(=O)c3cc([N+](=O)[O-])ccc3N3CCN(C)CC3)CC2)c(F)c1	-1.0	1	2	-0.4	-2.5	1.0	6	-0.1	-7	1	-1.4
O=C(NNC(=O)c1cc2ccccc2cc1O)Nc1ccccc1F	1.3	-2	-90	0.1	3.5	2.5	1	-1.2	14	-157	0.0
CCN(CC)Cc1c[nH]c2c(C(=O)OC)cccc12	-0.4	-27	-39	1.4	0.4	2.7	-126	2.2	3	-46	-0.2
CCC/C(=N\NC(=O)CNC(=O)/C=C/c1ccco1)c1ccccc1	-1.9	-3	1	0.4	1.3	-1.6	-2	0.0	-3	0	-1.2
Cc1cccc(N2CCN(C(=O)CCS(=O)(=O)c3ccc4c(c3)oc(=O)n4C)CC2)c1C	-0.2	2	7	0.2	-0.1	-1.4	12	-1.3	-4	-4	-1.5
O=C(NCCc1ccc(Cl)cc1Cl)C1=CC=CN2CCS(=O)(=O)N=C12	-0.5	-116	-159	-0.1	0.6	1.1	-406	-0.8	-4	-198	-1.5
O=[N+]([O-])c1ncn(C23CC4CC(CC(C4)C2)C3)n1	1.6	-2	0	-0.7	-1.2	-0.5	0	-1.3	5	-1	-1.5
C=CCOC(=O)C1=C(C)NC(=O)NC1/C=C/c1ccccc1OC (stereo not given)	0.3	2	0	-0.2	2.1	-1.8	7	-2.7	-4	0	-0.4
COc1ccc(CCNC(=O)Cc2cccs2)cc1OC	0.0	-3	-2	0.7	1.2	0.8	-3	1.3	-4	1	-0.4
CC1(C)CC(=O)C(=Cc2cn(CCC#N)nc2-c2ccc(Cl)cc2)C(=O)C1	0.3	0	-2	-0.3	-0.3	-3.9	2	2.5	-5	-1	-1.8
CCOC(=O)c1c(NC(=O)COC(=O)c2cccnc2OCC)sc(C(=O)N(CC)CC)c1C	-1.8	-1	-1	0.2	0.5	-4.6	1	-1.3	8	-6	-1.0
Cc1cccc(C)c1NC(=S)N/N=C/c1c(Cl)cccc1Cl	-1.7	0	1	0.2	0.8	1.4	-3	0.5	-1	3	-0.5
O=C(C(O)c1ccc(Br)cc1)N1CCC(Nc2ccc3[nH]ncc3c2)CC1 (stereo not given)	·	-49	-149	-0.5	0.8	-3.5	-204	-1.5	-28	-207	-0.9
CC1CC(C)CN(C(=O)c2ccc3c(c2NCCO)C(=O)c2ccccc2C3=O)C1 (stereo not given)	-2.6	2	7	-0.9	-1.6	-4.8	3	-2.6	7	3	-1.8
COc1ccc(CCNC(=O)c2nnn(-c3cccc(C)c3)c2N)cc1OC	-2.5	-4	6	-1.1	-1.4	-1.1	-9	-0.4	0	-1	-2.0
Cc1nn(C)c(C)c1NC(=O)c1ccc(Cl)cc1	0.1	-2	2	-0.9	0.8	0.6	0	-0.1	8	0	-0.9
CN(C(=O)COC(=O)C1=COCCO1)C1(C#N)CCCCC1	0.1	-3	-1	1.1	1.4	1.7	-6	-0.3	6	-3	-1.2
O=C(O)c1cccnc1-c1ncccc1C(=O)O	1.7	-1	-1	-0.8	0.6	1.4	2	1.5	-2	1	-0.6
COc1ccc(NC(=O)c2ccccc2CC[N+](=O)[O-])cc1	-0.3	-2	1	0.0	1.4	3.4	-2	2.3	-22	0	-1.0
O=S(=O)(NCc1ccccc1)c1ccc(S(=O)(=O)N(Cc2cccs2)CC2CCCO2)cc1 (stereo not given)	0.2	0	2	-0.7	0.9	-1.2	6	-1.1	-11	1	-2.0
Cc1cc(C)c2nc(C(F)(F)F)nc(N3CC(C)OC(C)C3)c2c1 (stereo not given)	0.6	-1	0	-0.4	-0.6	0.4	2	-1.5	6	-5	-1.1
Cc1c(NC(=O)c2nn3c(C(F)(F)F)cc(-c4ccccc4)nc3c2Br)c(=O)n(-c2ccccc2)n1C	0.4	-2	0	0.3	2.3	1.2	6	3.1	8	0	-0.6
CC(=O)c1cccc(NC(=O)C2Cc3c(-c4ccc5c(c4)OCO5)ccnc3O2)c1 (stereo not given)	·	-2	-1	-2.9	0.9	-6.3	-17	-3.2	-17	-2	-1.4
C[C@H]1C2CC(OC(=O)Nc3ccccc3C(F)(F)F)C(C2)[C@H]2CCCCN21 (stereo not given in full)	·	-10	-5	0.8	·	0.6	-13	-0.2	-1	-5	-0.7
COc1ccc(/C=N/Nc2nc(=O)[nH]nc2C)cc1OC	0.3	-9	-1	1.1	2.0	1.7	-9	-1.4	3	-9	-1.9

Screens from PubChem BioAssay.
